Compound activity as filed in PubChem.
KKLEB tox: cytotoxicity in KKLEB CF airway cells, primary screen, cytotoxicity control for CF NF-kB inhibitor project, cell-based, uHTS, fluorescence assay plates | KKLEB CF airway cells viability, ATPlite luminescence, overnight; stronger effect = lower value; cells stimulated with P. aeruginosa culture filtrate | activity change (cytotoxicity), % at 5 µM | actives 0.36% (n = 360,000);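 active means corrected activity change at or below -50% at 5 µM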
SRC2 inh: inhibition of GAL4-SRC2 driven luciferase reporter, primary screen, SRC2 inhibitor project, cell-based, luminescence; HEK293 GAL4-SRC2 luciferase reporter; inhibition, % at 9 µM; actives 0.17% (n = 370,000); Nuclear receptor coactivator 2 (Homo sapiens), Q15596;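 active means inhibition above the mean inhibition of all tested compounds plus 3 SD, set per campaign, cut at about 52% in these data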;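 further: 0% = DMSO treated cells and 100% = cells given Gossypol at 36 µM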
Target sequence (Q15596 whole entry, looked up, the tested form may be a part): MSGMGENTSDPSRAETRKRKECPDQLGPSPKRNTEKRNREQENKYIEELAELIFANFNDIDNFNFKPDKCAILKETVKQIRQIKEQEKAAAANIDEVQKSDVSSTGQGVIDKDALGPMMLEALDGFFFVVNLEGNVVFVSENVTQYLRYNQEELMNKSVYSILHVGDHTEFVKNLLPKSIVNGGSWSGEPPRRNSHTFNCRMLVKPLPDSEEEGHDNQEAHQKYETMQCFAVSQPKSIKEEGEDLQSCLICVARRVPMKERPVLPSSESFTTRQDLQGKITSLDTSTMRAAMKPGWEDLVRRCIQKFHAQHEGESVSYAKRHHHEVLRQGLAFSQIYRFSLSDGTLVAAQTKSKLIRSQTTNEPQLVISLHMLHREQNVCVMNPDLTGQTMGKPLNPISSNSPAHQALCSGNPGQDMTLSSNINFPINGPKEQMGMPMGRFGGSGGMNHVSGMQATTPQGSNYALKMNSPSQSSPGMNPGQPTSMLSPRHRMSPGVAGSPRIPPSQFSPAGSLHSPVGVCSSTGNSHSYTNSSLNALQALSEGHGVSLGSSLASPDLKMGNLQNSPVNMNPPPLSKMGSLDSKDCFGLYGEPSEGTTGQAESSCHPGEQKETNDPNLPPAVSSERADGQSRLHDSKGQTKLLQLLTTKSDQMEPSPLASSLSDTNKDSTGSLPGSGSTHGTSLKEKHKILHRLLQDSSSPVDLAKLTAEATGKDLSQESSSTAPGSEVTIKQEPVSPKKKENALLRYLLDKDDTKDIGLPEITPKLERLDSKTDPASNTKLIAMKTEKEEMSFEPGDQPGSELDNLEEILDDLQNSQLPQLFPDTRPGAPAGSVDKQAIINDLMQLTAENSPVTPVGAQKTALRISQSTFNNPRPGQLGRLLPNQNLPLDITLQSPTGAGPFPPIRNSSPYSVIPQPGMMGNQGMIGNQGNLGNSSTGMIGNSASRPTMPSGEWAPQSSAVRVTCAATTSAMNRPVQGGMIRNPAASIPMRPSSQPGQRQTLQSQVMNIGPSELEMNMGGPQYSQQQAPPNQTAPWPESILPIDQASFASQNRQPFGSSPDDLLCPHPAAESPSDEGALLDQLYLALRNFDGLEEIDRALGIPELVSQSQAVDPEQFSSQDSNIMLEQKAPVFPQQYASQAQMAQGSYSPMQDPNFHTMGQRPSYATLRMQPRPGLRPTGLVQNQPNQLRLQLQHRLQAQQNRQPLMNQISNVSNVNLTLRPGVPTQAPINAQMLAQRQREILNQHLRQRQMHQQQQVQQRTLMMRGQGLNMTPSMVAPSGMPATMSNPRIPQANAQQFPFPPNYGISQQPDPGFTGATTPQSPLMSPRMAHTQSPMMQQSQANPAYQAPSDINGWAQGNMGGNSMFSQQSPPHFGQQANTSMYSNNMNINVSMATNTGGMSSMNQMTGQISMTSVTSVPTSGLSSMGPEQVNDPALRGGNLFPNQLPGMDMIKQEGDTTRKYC
TROY signal inh: inhibitors of TROY-driven NF-kB signaling, primary screen, Q293 LMP1-TROYcd cells, NF-kB luciferase, uHTS; Q293 LMP1-TROYcd NF-kB luciferase reporter, 4 h; inhibition, % at 10 µM; actives 0.98% (n = 360,000); AID 1347056, 2019;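 active means compounds whose plate-normalised and pattern-corrected inhibition of the luciferase reporter signal at the single screening dose is 50% or more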
TWEAK-Fn14 inh: inhibitors of TWEAK-Fn14 signaling, primary screen, luciferase reporter cells, uHTS | inhibition, % at 10 µM | actives 2% (n = 360,000) | TWEAK-stimulated Fn14 reporter cells, luciferase luminescence, 8 h; in the data active means inhibition above about 50%
NCOA1 inh: SRC1 coactivator transcriptional activity inhibitors, primary screen, cell-based, luminescence | HEK293 GAL4-SRC1 luciferase reporter | inhibition, % at 3.6 µM | actives 0.12% (n = 360,000) | AID 588354, 2011;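 active means inhibition above the campaign mean plus 3 SD, with each screening campaign given its own cutoff, cut at about 60% in these data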;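 further: 0% = DMSO treated cells and 100% = gossypol at 36 µM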
COUP-TFII inh: NR2F2 transcriptional activity inhibitors, primary screen, cell-based, luciferase reporter, HEK293T, luminescence | HEK293T NGFI-A luciferase reporter | inhibition, % at 8.6 µM | actives 0.7% (n = 370,000) | AID 686940, 2013;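 active means inhibition above a per-plate cutoff, mean inhibition of test wells between control levels plus 3 SD, cut at about 38% in these data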;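 further: cells cotransfected with COUP-TFII expression vector driving the NGFI-A reporter; 0% = median of COUP-TF2 test wells and 100% = reporter-only cells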
LRH-1 inv ag: LRH-1 (NR5A2) inverse agonists, primary screen, cell-based, luminescence, HEK293T, StAR-luciferase reporter. actives 0.13% (n = 360,000). LRH-1 transfected, 24 h. inhibition, % at 3.6 µM. AID 602396, 2012;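 active means inhibition above the mean inhibition of all tested compounds plus 3 SD, cut at about 73% in these data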;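 further: 0% = DMSO wells and 100% = reporter-only cells lacking LRH-1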
CF NFkB inh: inhibitors of PAF-induced NF-kB signaling, primary screen, cell-based, GFP fluorescence, uHTS; KKLEB NF-kB-GFP reporter, GFP fluorescence overnight; inhibition, % at 5 µM; actives 0.86% (n = 360,000); AID 588850, 2011;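 active means at least 50% inhibition at 5 µM, scaled per plate between neutral and stimulator controls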;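 further: PAF is a Pseudomonas aeruginosa culture filtrate used as stimulus; plate controls were PAF-stimulated DMSO wells for no effect and unstimulated DMSO wells for full effect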
TRAIL sens C8: viability loss with TRAIL in NB7+C8 cells, primary screen, TRAIL sensitizer project, cell-based, ATPlite luminescence. actives 1% (n = 360,000). inhibition (viability loss, TRAIL sensitization), % at 10 µM;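 active means compounds causing at least 50% loss of cell viability in the single-dose screen, relative to plate controls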
SRC3 inh: SRC3 coactivator transcriptional activity inhibitors, primary screen, cell-based, luminescence; inhibition, % at 3.6 µM; AID 588352, 2011; actives 0.17% (n = 360,000); HEK293 GAL4-SRC3 luciferase reporter; Nuclear receptor coactivator 3 (Homo sapiens), Q9Y6Q9;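 active means inhibition above a per-campaign cutoff, the mean of all compounds plus 3 SD, cut at about 60% in these data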;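 further: 0% = DMSO-treated cells and 100% = gossypol-treated cells at 36 µM; higher means less SRC3-driven luciferase light from the GAL4 reporter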
LMP1 NFkB inh: EBV LMP1-driven NF-kappaB luciferase reporter inhibitors, primary screen, cell-based, luminescence, single point; LMP1-induced NF-kappaB luciferase reporter cells; inhibition, % at 12.5 µM; actives 0.69% (n = 350,000); AID 504558, 2011; in the data active means inhibition above about 41%;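 further: 0% = neutral control wells and 100% = reference inhibitor control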
The depositor's hits bear a star; x = no result given.

smiles | KKLEB tox | SRC2 inh | TROY signal inh | TWEAK-Fn14 inh | NCOA1 inh | COUP-TFII inh | LRH-1 inv ag | CF NFkB inh | TRAIL sens C8 | SRC3 inh | LMP1 NFkB inh
CCOC(=O)c1[nH]c2ccccc2c1NC(=O)Nc1ccc(OC)cc1 | 7 | -4 | -16 | 17 | -1 | -2 | 3 | -2 | 3 | 0 | 0
CSc1nc(C)cc(OCC(=O)N2CCOCC2)n1 | 1 | -4 | -8 | 1 | 6 | -43 | -4 | -8 | -1 | 7 | -9
O=C(Nc1cccnc1)C1CCCN(c2ncnc3c2nc2n3CCCCC2)C1 (configuration not stated) | -17 | -25 | 8 | 0 | -4 | -15 | -12 | -4 | -2 | -1 | 5
O=C(Nc1ccccc1Oc1ccccc1)c1cccs1 | -1 | -9 | 4 | 10 | 6 | -4 | -5 | -2 | 2 | 0 | -6
CCOC(=O)c1ccc2ncc(C(=O)OCC)c(NCCCN3CCOCC3)c2c1 | 7 | -19 | 8 | 12 | 0 | 14 | 9 | -11 | -8 | -3 | -21
CC(=O)Nc1ccc(C(=O)N/N=C(\C)CC(=O)Nc2ccc(OCc3ccccc3)cc2)cc1 | 8 | -26 | -32 | -20 | -12 | 5 | -29 | -26 | 12 | -38 | -12
CCCCn1c(N)c(N(CC)C(=O)c2c(C)noc2C)c(=O)[nH]c1=O | 0 | -4 | 4 | -25 | -11 | 2 | 5 | 11 | -11 | -17 | -2
COc1ccc(OC)c(S(=O)(=O)N2CCC(C(=O)NC3CC3)CC2)c1 | 2 | 4 | 1 | -9 | -10 | 3 | -10 | 1 | -4 | -14 | 0
COC(=O)c1ccccc1NC(=O)C(CCS(C)(=O)=O)NC(C)=O (configuration not stated) | -18 | -11 | 1 | -2 | 8 | 15 | 22 | 6 | -4 | -9 | -3
CCOC(=O)NC(NC(=S)Nc1ccc(OC)cc1)C(Cl)(Cl)Cl (configuration not stated) | 12 | 14 | 1 | -7 | 8 | 12 | 11 | -4 | -1 | -2 | 15
Nc1cccc(CCc2nc3ccccc3[nH]2)c1 | 3 | 3 | -43 | -6 | -34 | -11 | -27 | -4 | 6 | -32 | -18
COc1ccc(NC(=O)CCn2c(=O)c3cccn3c3ccccc32)c(OC)c1 | 3 | -26 | 6 | 5 | 6 | -9 | -8 | -17 | -9 | -9 | 2
CNc1nc(=O)n(C2CCCO2)cc1C (configuration not stated) | 4 | 10 | 6 | -1 | 4 | 0 | -5 | 10 | -14 | -16 | -4
CC#CC(=O)N1CCCC(C(=O)c2ccc(SC)cc2)C1 (configuration not stated) | 0 | -22 | 13 | 1 | 15 | -17 | 6 | 2 | 7 | 19 | 1
COc1ccc(/C(C)=N/N2CCCCC2)c(O)c1 | 3 | 2 | -19 | 9 | -26 | -12 | -8 | -3 | 2 | -23 | 6
Nc1ncnc2c1ncn2[C@@H]1O[C@H](CNS(=O)(=O)C2CC2)[C@@H](O)[C@H]1O | 12 | -16 | -7 | -5 | -1 | 0 | -10 | 2 | -11 | 10 | -1
CCNC(=O)Cn1cc(C(F)(F)F)cc(Cl)c1=O | -3 | 4 | 19 | 11 | -29 | 7 | -11 | 12 | 3 | 4 | -12
Cc1ccc(N2C(=O)C3ON(c4ccccc4)C(c4ccncc4)C3C2=O)c(C)c1 (configuration not stated) | 14 | -13 | 5 | 9 | -11 | -8 | -8 | 4 | 0 | -10 | 12
Cn1c(C(O)c2ccccc2)nc(Cl)c1Cl (configuration not stated) | 3 | 2 | 1 | 5 | -11 | 0 | -16 | 2 | -8 | -6 | 4
CCN1C(=O)C2(C(C(=O)c3ccc(C)o3)=C(O)C(=O)N2CCCN2CCOCC2)c2ccccc21 (configuration not stated) | -3 | -7 | -7 | -2 | 9 | 1 | 2 | -3 | -8 | 19 | -2
O=C(Nc1ccn(Cc2ccccc2F)n1)c1ccc(COc2ccc(Cl)cc2Cl)o1 | -4 | 7 | -3 | 33 | -20 | 9 | -31 | 10 | 11 | -15 | -2
O=C(Nc1cccc(Cl)c1)Nc1ccccc1C(=O)O | 1 | -43 | -8 | -10 | -88 | -30 | -214 | -7 | 22 | -121 | -3
CCN(c1ccccc1)S(=O)(=O)c1ccc(Cl)c(NC(=O)COC(=O)c2ccc(Cl)c(N)c2)c1 | -7 | -9 | 8 | -9 | 12 | -1 | 20 | 3 | -3 | 12 | -4
CCOC(=O)c1ccc(NC(=O)CNC(=O)C2CCCCC2)cc1 | -2 | -15 | -4 | 1 | 7 | 0 | 19 | -15 | -11 | 18 | -2
Cc1ccccc1CNC(=O)c1csc([C@@H]2O[C@H](CO)[C@@H](O)[C@H]2O)n1 | 4 | -2 | 15 | 25 | -2 | 5 | -22 | 10 | -12 | 3 | x
O=C(CN1C(=O)C2C3C=CC(C3)C2C1=O)N1CCc2ccccc2C1 (configuration not stated) | 12 | -13 | -10 | 4 | -14 | 4 | -13 | -23 | 7 | -18 | 2
Cn1c2ccccc2c(=O)c2cc(C#CC3(O)CCCCC3)ccc21 | -72* | 6 | 88* | 90* | 17 | 45* | 9 | -133 | 92* | 19 | 11
COc1ccc2c(c1)c1nc3ccccc3nc1n2Cc1ccc(OC)c(OC)c1 | -3 | -7 | -12 | -30 | 2 | -15 | -13 | -1 | 9 | 4 | 5
C=C1CSc2nc(=O)c3c(C)c(C)sc3n21 | -1 | -21 | 15 | -7 | -7 | -18 | 8 | -1 | 17 | -3 | -6
NNc1nc(Nc2ccccc2)nc(Nc2ccccc2)n1 | -6 | -20 | -26 | -8 | -17 | -3 | 3 | -2 | -4 | -8 | -10
Cc1cc(C)cc(NC(=O)C2CC(=O)n3ncnc3N2)c1 (configuration not stated) | 4 | 16 | 12 | 13 | 6 | -6 | -3 | -7 | 11 | 12 | -4
COc1cc(OC)c(C2=NOC(C(=O)NCc3cccnc3)C2)cc1Cl (configuration not stated) | -2 | -11 | 12 | -8 | -8 | -6 | -18 | -14 | 19 | 2 | 0
O=C(NC1CC1)c1cccc(NC(=O)C2CCN(S(=O)(=O)c3cccc(C(F)(F)F)c3)CC2)c1 | -2 | -9 | 19 | 8 | -1 | 9 | -29 | 2 | 11 | -8 | -11
COC(=O)C(Cc1ccc(O)cc1)NC(=O)C(C)Oc1ccccc1 (configuration not stated) | -7 | -9 | -12 | -13 | 4 | 27 | 0 | 12 | -9 | 17 | 3
CN(C(=O)CN1C(=O)c2ccccc2S1(=O)=O)C1CCCCC1 | 12 | 5 | 75* | 70* | -7 | 3 | -7 | 8 | -17 | 1 | 6
CCN(CC(=O)Nc1ccc(NC(C)=O)cc1)C(=O)c1ccc(N2CCCC2)c([N+](=O)[O-])c1 | -2 | 7 | -18 | -16 | -50 | -3 | -5 | -8 | -2 | -5 | -1
COc1cccc(N(CC(=O)NCCSCc2ccc(C)cc2)S(C)(=O)=O)c1 | -3 | -3 | 13 | -5 | 2 | 6 | -4 | -21 | -11 | 1 | 20
CC1(C(=O)NS(=O)(=O)C2CC2)CCCN(C(=O)Cc2ccc3ccccc3c2)C1 (configuration not stated) | -5 | -8 | -9 | -12 | -1 | -8 | 2 | 15 | -3 | -21 | x
c1ccc(-n2ncc3cccnc32)cc1 | 4 | -42 | 4 | -16 | -9 | 8 | -6 | 9 | 2 | -1 | -4
Cc1ccc(CS(=O)(=O)CCC(=O)N2CCOCC2)cc1 | 3 | -5 | -7 | 21 | -12 | 28 | 9 | -16 | -6 | 6 | -14
O=C(CSc1nc2ccccc2s1)NC1CCS(=O)(=O)C1 (configuration not stated) | 10 | -8 | 14 | 0 | -1 | -12 | -10 | 3 | 1 | -6 | -10
Cc1cc(=O)[nH]c(SC(C(=O)O)c2ccccc2)n1 (configuration not stated) | 12 | -18 | 2 | 8 | 8 | 11 | 20 | 2 | -10 | 13 | -1
Cc1cccc(C)c1NC(=O)CNC(=O)c1cccnc1 | -7 | -2 | 18 | 1 | -11 | -1 | -11 | -11 | -23 | 13 | -1
COc1ccc(/C=C/C(=O)c2ccccc2)c(OC)c1 | 11 | -37 | -69 | -33 | -257 | -37 | -146 | 1 | 17 | -88 | -8
CCCC(=O)N1CCCC(c2cc(C(=O)Nc3ccc4c(c3)OCO4)no2)C1 (configuration not stated) | 3 | -57 | -30 | -18 | -86 | -61 | -77 | 4 | -6 | -87 | x
CCOC(=O)C1CCc2c(ccc3ccccc23)N1CCC#N (configuration not stated) | 1 | -29 | -24 | 0 | 4 | 8 | -29 | 4 | 1 | -8 | 6
COc1ccccc1NC(=O)Cc1noc(CSc2nnc(N)s2)n1 | 0 | -13 | 4 | 12 | -10 | 13 | -2 | 1 | 8 | 0 | -1
S=C1NCCc2ccc(Cl)cc2C1c1ccccc1Cl (configuration not stated) | 3 | -8 | 0 | 10 | 4 | 7 | 1 | 2 | -7 | 7 | -11
O=c1c2cc3c(nc2[nH]c(=S)n1-c1ccccc1)CCCC3 | 9 | 10 | -7 | -12 | -8 | -17 | 5 | -10 | -5 | -3 | -8
